High-throughput results (PubChem BioAssay)
SUMO HTRF inh: inhibitors of human SUMOylation (UBC9); 290,000 compounds, 0.36% hits; P63279; HTRF SUMOylation assay, SAE1/SAE2 + UBC9, in vitro; inhibition, % at 35 µM; in the data active = inhibition above about 50%, passing the limit was not always enough; also: strong numbers were not always called active
MEKK3 PB1 HTS: raises or lowers MEK5 binding to the human MEKK3 PB1 domain | bead-based flow cytometry, Alexa488-MEK5 binding to MEKK3; actives lie on both sides; 0 = blocked by unlabeled MEK5, 100 = vehicle | binding response (% of control), % at 10 µM | 290,000 compounds, 1.4% hits;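 active = binding response more than 3 SD above or below the average of its plate-row segment, actives on both sides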;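 also: Alexa488 bead fluorescence after subtracting the streptavidin-only scavenger bead signal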
NS3 helicase inh: blocks Hepatitis C virus NS3 helicase unwinding | NS3 helicase DNA unwinding, Cy5 molecular beacon fluorescence | inhibition, % at 10.9 µM | 290,000 compounds, 0.56% hits;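 active = inhibition above the mean of all tested compounds plus 3 SD, set per campaign, cut at about 35% in these data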;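 also: 0% = DMSO wells and 100% = thioflavine S control wells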
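assay system = NS3 helicase fragment of HCV | buffer or medium = MOPS pH 6.5, MgCl2, DTT, Tween20, BSA | timing = 60 min unwinding reaction at 25 °C after ATP addition | signal = Cy5 beacon fluorescence read at start and 1 h | read-out basis = % inhibition of unwinding | control set = low DMSO, high thioflavine S at 110 µM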
IMP-1 inh: blocks Pseudomonas aeruginosa IMP-1 metallo-beta-lactamase; purified IMP-1, nitrocefin hydrolysis, epi-absorbance fluorescence; inhibition, % at 5.6 µM; 290,000 compounds, 0.45% hits;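 active = inhibition above the mean plus 3 SD of all compounds in the same screening run, cut at about 4.5% in these data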;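 also: 0% = IMP-1 with DMSO and 100% = DMSO wells lacking enzyme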
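Assay system: purified recombinant IMP-1 beta-lactamase. Input: IMP-1 0.2 nM before substrate addition. Buffer or medium: Zinc- and detergent-supplemented HEPES buffer, pH 7.1. Schedule: 25 °C, 15 min preincubation, 25 min reaction. Signal: Epi-absorbance fluorescence, 480 nm excitation, 530 nm emission. Evaluation: percent inhibition from optical density relative to buffer-blank wells.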
IDE cell activ: activators of human insulin-degrading enzyme in cells; P14735; HEK cells, FAbeta-B cleavage, fluorescence polarization; 0% vehicle, 100% cell-free pure enzyme wells; activation, % at 5.96 µM; 340,000 compounds, 0.073% hits;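 active = activation above the mean of all tested compounds plus 3 SD, set per screening campaign, cut at about 17% in these data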
VIM-2 inhibitor: inhibitors of Pseudomonas aeruginosa VIM-2 metallo-beta-lactamase | purified VIM-2, nitrocefin hydrolysis, epi-absorbance fluorescence | inhibition, % at 5.6 µM | 290,000 compounds, 0.89% hits;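 active = inhibition above the mean of all tested compounds plus 3 SD, cutoff set per screening run, cut at about 7.5% in these data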;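 also: red hydrolysis product quenches plate fluorescence so inhibitors raise well fluorescence; 0% = enzyme with DMSO and 100% = DMSO without enzyme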
PHOSPHO1 block: PHOSPHO1 (human) inhibition; Q8TCT1; recombinant PHOSPHO1, absorbance phosphatase assay; inhibition, % at 13.3 µM; 290,000 compounds, 1.1% hits; in the data active = inhibition above about 60%
p-CIP stab down: p/CIP protein destabilization. Q05BA5. F442A p/CIP-EGFP cells, EGFP fluorescence, 16 h. decrease of EGFP signal, % at 10 µM. 290,000 compounds, 0.01% hits;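 active = EGFP signal decrease of at least 30% at 10 µM or well 3 SD below plate mean, unless failing retest; inactive = the rest, including hits failing retest or dose response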; also: some compounds called inactive have numbers as strong as hits; many of its hits are not listed in these tables
Target sequence (Q05BA5 1-1403): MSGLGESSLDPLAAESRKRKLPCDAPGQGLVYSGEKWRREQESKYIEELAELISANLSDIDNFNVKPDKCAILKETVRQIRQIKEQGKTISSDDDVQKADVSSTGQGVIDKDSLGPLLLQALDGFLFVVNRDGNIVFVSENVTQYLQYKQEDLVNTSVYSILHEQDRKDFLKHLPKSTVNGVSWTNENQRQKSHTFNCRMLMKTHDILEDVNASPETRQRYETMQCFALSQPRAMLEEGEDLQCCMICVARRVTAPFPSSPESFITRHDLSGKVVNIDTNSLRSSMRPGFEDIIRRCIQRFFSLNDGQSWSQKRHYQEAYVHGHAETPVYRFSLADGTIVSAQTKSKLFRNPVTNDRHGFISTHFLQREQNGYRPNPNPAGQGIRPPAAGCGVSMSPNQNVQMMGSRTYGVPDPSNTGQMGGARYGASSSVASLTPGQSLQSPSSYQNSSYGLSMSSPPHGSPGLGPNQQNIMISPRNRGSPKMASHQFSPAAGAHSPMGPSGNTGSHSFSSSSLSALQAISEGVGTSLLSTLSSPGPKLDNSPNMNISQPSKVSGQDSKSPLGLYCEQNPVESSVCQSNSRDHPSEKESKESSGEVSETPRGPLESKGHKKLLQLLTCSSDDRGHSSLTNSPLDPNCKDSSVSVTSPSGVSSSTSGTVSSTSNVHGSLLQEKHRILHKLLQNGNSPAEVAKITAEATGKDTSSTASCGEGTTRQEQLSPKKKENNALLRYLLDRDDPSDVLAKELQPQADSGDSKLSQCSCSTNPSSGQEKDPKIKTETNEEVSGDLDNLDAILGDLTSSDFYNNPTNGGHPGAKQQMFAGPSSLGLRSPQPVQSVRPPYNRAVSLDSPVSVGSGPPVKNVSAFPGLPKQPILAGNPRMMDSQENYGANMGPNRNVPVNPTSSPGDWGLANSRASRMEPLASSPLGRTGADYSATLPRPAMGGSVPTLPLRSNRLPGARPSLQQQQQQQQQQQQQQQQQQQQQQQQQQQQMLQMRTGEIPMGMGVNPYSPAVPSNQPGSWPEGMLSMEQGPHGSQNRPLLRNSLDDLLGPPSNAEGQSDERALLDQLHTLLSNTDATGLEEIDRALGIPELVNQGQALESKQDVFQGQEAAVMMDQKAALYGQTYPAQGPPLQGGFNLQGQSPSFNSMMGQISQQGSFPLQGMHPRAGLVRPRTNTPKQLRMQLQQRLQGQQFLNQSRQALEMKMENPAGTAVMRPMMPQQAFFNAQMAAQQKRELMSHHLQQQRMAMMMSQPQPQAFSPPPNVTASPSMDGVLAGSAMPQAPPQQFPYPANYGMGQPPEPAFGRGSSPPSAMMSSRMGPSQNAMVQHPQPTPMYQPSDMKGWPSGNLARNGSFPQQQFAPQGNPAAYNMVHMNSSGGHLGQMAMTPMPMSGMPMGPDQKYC
DNA FID counter: displaces DNA intercalator in HCV helicase counter-screen. DNA fluorescent intercalator displacement, fluorescence. inhibition, % at 7.9 µM. 290,000 compounds, 0.17% hits; in the data active = inhibition above about 37%;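 also: 0% = vehicle and 100% = reference compound; higher means more ethidium bromide displaced from hairpin DNA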
* marks the source's active call; other numbers are inactive results. An excerpt; count on the stated rates, not on these rows.

What do the screens show for `COc1ccc(C(=O)NNC(=O)c2ccc(S(=O)(=O)N3CCCCC3)cc2)cc1`?
SUMO HTRF inh: 0; MEKK3 PB1 HTS: 91; NS3 helicase inh: 0; IMP-1 inh: -2.6; IDE cell activ: 0; VIM-2 inhibitor: -1.3; PHOSPHO1 block: 39; p-CIP stab down: -7; DNA FID counter: -6

What do the screens show for `COC(=O)c1ccc(CSc2nc3ccc(C)cc3[nH]2)o1`?
SUMO HTRF inh: 0; MEKK3 PB1 HTS: 99; NS3 helicase inh: -2; IMP-1 inh: -4.5; IDE cell activ: -4; VIM-2 inhibitor: -1.1; PHOSPHO1 block: 76*; p-CIP stab down: 0; DNA FID counter: -3

What do the screens show for `CN1CCN(c2ccc(Cl)cc2NS(=O)(=O)c2ccccc2Cl)CC1`?
SUMO HTRF inh: -13; MEKK3 PB1 HTS: 102; NS3 helicase inh: -40; IMP-1 inh: -3.5; IDE cell activ: -1; VIM-2 inhibitor: -3.9; PHOSPHO1 block: 41; p-CIP stab down: -14; DNA FID counter: 26

What do the screens show for `O=C(CSc1nnc2c(n1)[nH]c1ccccc12)Nc1ccc2c(c1)OCO2`?
SUMO HTRF inh: 28; MEKK3 PB1 HTS: 103; NS3 helicase inh: -2; IMP-1 inh: -3.4; IDE cell activ: -4; VIM-2 inhibitor: -5.4; PHOSPHO1 block: 78*; p-CIP stab down: -8; DNA FID counter: 0

What do the screens show for `c1ccc(Oc2ccc(-c3ccnc4nc(N5CCN(c6ccccc6)CC5)nn34)cc2)cc1`?
SUMO HTRF inh: 4; MEKK3 PB1 HTS: 103; NS3 helicase inh: 16; IMP-1 inh: -1.4; IDE cell activ: 6; VIM-2 inhibitor: -2.5; PHOSPHO1 block: 16; p-CIP stab down: 4; DNA FID counter: 2

Results for CC(C)(C)c1ccc(OC(=O)c2ccccc2)cc1 ?
SUMO HTRF inh: -6; MEKK3 PB1 HTS: 110; NS3 helicase inh: 0; IMP-1 inh: -2.2; IDE cell activ: 4; VIM-2 inhibitor: -1.1; PHOSPHO1 block: 47; p-CIP stab down: -6; DNA FID counter: -8

How did CCNC(=O)CC1C(=O)N(c2ccccc2)C(=O)N1CCOC (stereo unspecified) do in these assays?
SUMO HTRF inh: 4; MEKK3 PB1 HTS: 106; NS3 helicase inh: 7; IMP-1 inh: -0.8; IDE cell activ: -1; VIM-2 inhibitor: 0.6; PHOSPHO1 block: 48; p-CIP stab down: 5; DNA FID counter: -2

What do the screens show for `COc1ccc(NC(=O)CSc2c(C)n[nH]c2C)cc1`?
SUMO HTRF inh: 4; MEKK3 PB1 HTS: 99; NS3 helicase inh: 9; IMP-1 inh: -3.2; IDE cell activ: 7; VIM-2 inhibitor: -1.6; PHOSPHO1 block: 22; p-CIP stab down: -6; DNA FID counter: -4

How did COc1ccc(S(=O)(=O)N(C)c2ccc(C(=O)N3CCC(C(N)=O)CC3)cc2)cc1 do in these assays?
SUMO HTRF inh: 7; MEKK3 PB1 HTS: 98; NS3 helicase inh: 0; IMP-1 inh: -1.8; IDE cell activ: 0; VIM-2 inhibitor: 0.2; PHOSPHO1 block: 2; p-CIP stab down: -9; DNA FID counter: -13

Results for COC(=O)c1ccc(N2CCN(c3ccccc3)CC2)nc1 ?
SUMO HTRF inh: 3; MEKK3 PB1 HTS: 97; NS3 helicase inh: -7; IMP-1 inh: 0.2; IDE cell activ: -2; VIM-2 inhibitor: -2.3; p-CIP stab down: 1; DNA FID counter: -25

How did COC(=O)c1sccc1NC(=S)Nc1cccc(F)c1 do in these assays?
SUMO HTRF inh: 8; MEKK3 PB1 HTS: 96; NS3 helicase inh: -6; IMP-1 inh: -2.8; IDE cell activ: -2; VIM-2 inhibitor: -1.7; PHOSPHO1 block: 33; p-CIP stab down: -20; DNA FID counter: -4

Results for CCn1c(-c2ccoc2C)n[nH]c1=S ?
SUMO HTRF inh: 1; MEKK3 PB1 HTS: 108; NS3 helicase inh: 5; IMP-1 inh: -3.5; IDE cell activ: 0; VIM-2 inhibitor: -0.6; PHOSPHO1 block: -46; p-CIP stab down: -6; DNA FID counter: -3

How did Cc1cc(C)c(O)c(-c2cc(C(=O)NCCc3ccc(S(N)(=O)=O)cc3)[nH]n2)c1 do in these assays?
SUMO HTRF inh: -8; MEKK3 PB1 HTS: 91; NS3 helicase inh: 1; IMP-1 inh: -2.0; IDE cell activ: 5; VIM-2 inhibitor: -2.6; PHOSPHO1 block: 37; p-CIP stab down: -4; DNA FID counter: -18

What do the screens show for `CSc1ccc(C#N)cc1NC(=O)c1ccc(Cl)cc1`?
SUMO HTRF inh: -2; MEKK3 PB1 HTS: 104; NS3 helicase inh: -1; IMP-1 inh: -2.4; IDE cell activ: 7; VIM-2 inhibitor: -1.6; PHOSPHO1 block: 22; p-CIP stab down: -12; DNA FID counter: -4

Results for COc1cc(OC)c(OC)cc1CN1CCN(C(=O)CC(C)C)CC1 ?
SUMO HTRF inh: 19; MEKK3 PB1 HTS: 91; NS3 helicase inh: -1; IMP-1 inh: -3.1; IDE cell activ: -2; VIM-2 inhibitor: -1.7; PHOSPHO1 block: 3; p-CIP stab down: 6; DNA FID counter: -6

What do the screens show for `COc1ccccc1NC(=O)c1nn(C)cc1Br`?
SUMO HTRF inh: 9; MEKK3 PB1 HTS: 99; NS3 helicase inh: -6; IMP-1 inh: -2.4; IDE cell activ: 3; VIM-2 inhibitor: -2.4; PHOSPHO1 block: 24; p-CIP stab down: -5; DNA FID counter: -1

What do the screens show for `COc1ccc(/C(=N/Nc2ncnc3ccccc23)C(=O)O)cc1`?
SUMO HTRF inh: 13; MEKK3 PB1 HTS: 102; NS3 helicase inh: -21; IMP-1 inh: -2.5; IDE cell activ: 4; VIM-2 inhibitor: -1.4; PHOSPHO1 block: 8; p-CIP stab down: -6; DNA FID counter: -10

Results for COc1cc(/C=N/NC(=O)CC2(C)OCCCO2)ccc1OCc1ccccc1 ?
SUMO HTRF inh: 8; MEKK3 PB1 HTS: 95; NS3 helicase inh: -2; IMP-1 inh: -2.5; IDE cell activ: -1; VIM-2 inhibitor: -3.0; PHOSPHO1 block: -2; p-CIP stab down: 0; DNA FID counter: -28

What do the screens show for `CCOC(=O)c1c(NC(=S)Nc2cccnc2)sc(C)c1C`?
SUMO HTRF inh: 9; MEKK3 PB1 HTS: 95; NS3 helicase inh: -1; IMP-1 inh: -3.8; IDE cell activ: 0; VIM-2 inhibitor: -2.7; PHOSPHO1 block: -16; p-CIP stab down: 5; DNA FID counter: -4

How did CCCOc1ccc(C(=O)NNC(=S)NC(C)=O)cc1 do in these assays?
SUMO HTRF inh: 0; MEKK3 PB1 HTS: 93; NS3 helicase inh: 14; IMP-1 inh: -4.4; IDE cell activ: 1; VIM-2 inhibitor: -2.0; PHOSPHO1 block: 24; p-CIP stab down: -15; DNA FID counter: -5

Quoted at random: two records from the list, in no set order.
Results for CCn1c(-c2ccoc2C)n[nH]c1=S ?
SUMO HTRF inh: 1; MEKK3 PB1 HTS: 108; NS3 helicase inh: 5; IMP-1 inh: -3.5; IDE cell activ: 0; VIM-2 inhibitor: -0.6; PHOSPHO1 block: -46; p-CIP stab down: -6; DNA FID counter: -3

What do the screens show for `COc1ccc(/C(=N/Nc2ncnc3ccccc23)C(=O)O)cc1`?
SUMO HTRF inh: 13; MEKK3 PB1 HTS: 102; NS3 helicase inh: -21; IMP-1 inh: -2.5; IDE cell activ: 4; VIM-2 inhibitor: -1.4; PHOSPHO1 block: 8; p-CIP stab down: -6; DNA FID counter: -10

Next records.
How did O=C(Nc1nc(-c2cccs2)c(-c2cccs2)s1)C1CCCC1 do in these assays?
SUMO HTRF inh: 9; MEKK3 PB1 HTS: 107; NS3 helicase inh: 4; IMP-1 inh: -5.3; IDE cell activ: 0; VIM-2 inhibitor: -2.5; PHOSPHO1 block: 12; p-CIP stab down: 3; DNA FID counter: 0

How did CC(C1CC1)N(Cc1ccccc1)C(=O)NC(=O)c1ccccc1 (stereo unspecified) do in these assays?
SUMO HTRF inh: 8; MEKK3 PB1 HTS: 104; NS3 helicase inh: 11; IMP-1 inh: -3.1; IDE cell activ: -1; VIM-2 inhibitor: -0.9; PHOSPHO1 block: 2; p-CIP stab down: -1; DNA FID counter: 2

What do the screens show for `Cc1ccc(N=Nc2c(C)[nH]n(C(N)=S)c2=O)cc1`?
SUMO HTRF inh: 5; MEKK3 PB1 HTS: 108; NS3 helicase inh: -3; IMP-1 inh: -3.6; IDE cell activ: -2; VIM-2 inhibitor: -6.0; PHOSPHO1 block: -1; p-CIP stab down: 0; DNA FID counter: 1

How did CC(C)NC(=O)c1ccccc1N(Cc1ccccc1)S(C)(=O)=O do in these assays?
SUMO HTRF inh: 10; MEKK3 PB1 HTS: 101; NS3 helicase inh: 0; IMP-1 inh: -2.4; IDE cell activ: 2; VIM-2 inhibitor: -3.1; PHOSPHO1 block: 2; p-CIP stab down: -8; DNA FID counter: -4

Results for COCCCNC(=O)c1cn(CCOC)c(=O)c2c1c1ccccc1n2C ?
SUMO HTRF inh: 22; MEKK3 PB1 HTS: 101; NS3 helicase inh: 4; IMP-1 inh: -3.9; IDE cell activ: -1; VIM-2 inhibitor: -1.7; PHOSPHO1 block: -23; p-CIP stab down: -4; DNA FID counter: -18

How did CCCC1Cc2c(sc3nc(SC)nc(N)c23)CO1 (stereo unspecified) do in these assays?
SUMO HTRF inh: -8; MEKK3 PB1 HTS: 100; NS3 helicase inh: -2; IMP-1 inh: 1.8; IDE cell activ: -5; VIM-2 inhibitor: 1.1; PHOSPHO1 block: 13; p-CIP stab down: -10; DNA FID counter: -1

What do the screens show for `COc1ccc(C2OC(=O)CC2C(=O)NC2CCCCCC2)cc1OC` (stereo unspecified)?
SUMO HTRF inh: 1; MEKK3 PB1 HTS: 100; NS3 helicase inh: -3; IMP-1 inh: 0.5; IDE cell activ: 5; VIM-2 inhibitor: 1.3; PHOSPHO1 block: 11; p-CIP stab down: -3; DNA FID counter: -7

Results for O=C(CCn1nnc2ccccc2c1=O)N[C@@H](Cc1c[nH]c2ccccc12)C(=O)O ?
SUMO HTRF inh: 20; MEKK3 PB1 HTS: 98; NS3 helicase inh: 7; IMP-1 inh: -1.9; IDE cell activ: 3; VIM-2 inhibitor: -2.1; PHOSPHO1 block: 16; p-CIP stab down: -10; DNA FID counter: -24

Results for Cc1cc(C)cc(NC(=O)CSc2nc3[nH]ncc3c(=O)[nH]2)c1 ?
SUMO HTRF inh: -4; MEKK3 PB1 HTS: 101; NS3 helicase inh: -3; IMP-1 inh: -2.0; IDE cell activ: -9; VIM-2 inhibitor: -1.1; PHOSPHO1 block: -2; p-CIP stab down: -8; DNA FID counter: 9
